# Tau ThT inhib: blocks human tau fibril formation measured by thioflavin T; P10636; recombinant tau K18 P301L, heparin-induced fibrillization, ThT fluorescence; Potency, µM (highest dose often 57.4 µM), inactives show top-dose activity, negative = inhibition, hits mostly inhibitors; actives 2.1% (n = 270,000); AID 1460; further: on the % scale 0 is the no-effect control and ±100 the full control effect; nearly all actives have a fitted effect of over 55% in size
# Target sequence (P10636 561-689 P618L limits assumed): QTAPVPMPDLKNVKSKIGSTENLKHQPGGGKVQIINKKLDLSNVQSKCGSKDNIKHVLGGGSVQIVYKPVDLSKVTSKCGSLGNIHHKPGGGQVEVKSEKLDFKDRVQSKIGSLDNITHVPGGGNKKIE
#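 K18 P301L tau (15 uM + 0.24 uM Alexa 594-tagged), heparin 20 uM, NaOAc pH 7, 6 h 37 C; ThT 30 uM, 1 h RT, ex 450/em 510 nm.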
# Tau fluor counter: counter-screen for tau fibril formation inhibitors; tau K18 P301L (four-repeat tau fragment) Alexa594 fluorescence, heparin fibrillization; Potency, µM (doses to about 57.7 µM), for inactives: at the highest dose activity change, negative = decrease; actives 0.93% (n = 280,000); further: on the % scale 0 is the no-effect control and ±100 the full control effect; nearly all actives have a fitted effect of over 55% in size
#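 Human K18 P301L tau (15 uM unlabeled plus 0.24 uM Alexa 594-labeled, final) in 100 mM sodium acetate pH 7 was mixed with compound and 20 uM heparin and incubated 6 hr at 37 C.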
# GAA spleen mod: lysosomal alpha-glucosidase (human) modulation; actives 0.006% (n = 240,000); human spleen homogenate, 4-MU-alpha-glucoside fluorescence; P10253; AID 2112; Potency, µM (top dose mostly 79.9 µM), without a hit: at the highest dose activity change, negative = inhibition, hits mostly inhibitors;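 further: 0% = enzyme with vehicle and -100% = no enzyme basal signal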
#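 Human spleen homogenate (1 ug) with 4-methylumbelliferyl-alpha-D-glucopyranoside (1 mM final) in 50 mM citrate/phosphate pH 5.0, 0.01% Tween-20; 40 min at 37 C. Stopped at pH 10; 4-MU fluorescence Ex 365/Em 440 nm; AC50 by Hill fit.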
# GAA glycogen mod: GAA glycogen-cleavage inhibition or activation. P10253. recombinant GAA, glycogen substrate, Amplex Red glucose oxidase fluorescence. Potency, µM (top dose mostly 76.4 µM), for the others: at the highest dose activity change, negative = inhibition, hits mostly inhibitors. actives 0.38% (n = 300,000);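 further: 0% = full enzyme reaction and -100% = no-enzyme basal signal; the screen sought inhibitors and activators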
#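 Natural-substrate format: glycogen cleavage by 4 nM human enzyme, glucose read by Amplex Red coupling (Ex 573, Em 610 nm). Normalized to enzyme and no-enzyme controls.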
# GLA spleen mod: inhibits or activates alpha-galactosidase in human spleen homogenate | P06280 | human spleen homogenate, 4MU-alpha-Gal fluorescence, 40 min | Potency, µM (top dose mostly 80 µM), without a hit: at the highest dose activity change, negative = inhibition, actives largely listed as inhibitors | actives 0.008% (n = 240,000) | AID 2107;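 further: 0% = enzyme with vehicle and -100% = no enzyme basal signal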
# Target sequence (P06280 32-429 limits assumed): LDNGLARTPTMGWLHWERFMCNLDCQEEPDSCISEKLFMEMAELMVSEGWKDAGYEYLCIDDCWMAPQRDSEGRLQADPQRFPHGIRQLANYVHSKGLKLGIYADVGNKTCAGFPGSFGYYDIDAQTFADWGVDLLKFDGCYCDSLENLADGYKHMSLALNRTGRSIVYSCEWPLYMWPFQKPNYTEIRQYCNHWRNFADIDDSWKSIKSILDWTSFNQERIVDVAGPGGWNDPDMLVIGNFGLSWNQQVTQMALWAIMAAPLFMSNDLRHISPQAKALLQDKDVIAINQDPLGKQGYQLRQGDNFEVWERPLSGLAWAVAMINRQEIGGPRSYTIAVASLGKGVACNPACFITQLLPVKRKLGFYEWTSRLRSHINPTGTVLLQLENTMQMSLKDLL
#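 Human spleen homogenate (1 ug) was the enzyme source, with 4-methylumbelliferyl-alpha-D-galactopyranoside (1 mM final) in pH 5.0 citrate buffer with 0.01% Tween-20. Compounds were titrated; after 40 min at 37C, NaOH/glycine stop, 4-MU fluorescence read; AC50 from Hill fits.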
# Tau fibril FP: tau fibrillization inhibition (FP); P10636; K18 P301L tau heparin fibrillization, Alexa594 FP, 6 h; Potency, µM (titrated, usually from 57.7 µM), inactives show at the highest dose activity, negative = inhibition, most hits filed as inhibitors; actives 0.39% (n = 280,000); further: on the % scale 0 is the no-effect control and ±100 the full control effect; nearly all actives have a fitted effect of over 55% in size
#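 FP of Alexa 594-tau after heparin (20 uM) induction. Substrate: human K18 P301L, 15 uM unlabeled, 0.24 uM labeled. Buffer 100 mM sodium acetate pH 7. 6 hr, 37 C.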
# HTT cytoprotect: Huntington cell model cytoprotection by ATP luminescence | PC12 HTT-Q103 induced, cytoprotection, ATP luminescence, 40 h | Potency, µM (highest dose often 56.4 µM), inactives show cytoprotection (ATP increase), usual class: activators | actives 0.14% (n = 230,000);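 further: % of control where 0% means no effect; nearly all actives have a fitted effect of over 45% in size; toxic huntingtin expression switched on by the ecdysone agonist tebufenozide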
#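 ATP quantification (ATPlite) reports survival of PC12 cells in which tebufenozide, 100 nM final, switches on Htt exon 1 with 103 glutamines linked to GFP; compounds are titrated.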
# GAA inh: alpha-glucosidase (human) inhibition; P10253; purified human GAA, 4-MU-alpha-glucoside fluorescence; Potency, µM (top dose mostly 76.9 µM), for inactives: at the top dose activity change, negative = inhibition, usual class: inhibitors; actives 0.005% (n = 200,000); AID 1466;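 further: plate controls were uninhibited enzyme wells for no effect and no-enzyme background for full effect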
#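 qHTS format, compound range up to 77 uM. Human lysosomal enzyme at 4 nM, 400 uM 4-MU glucoside substrate, pH 5.0, 20 min room temperature; fluorescence after alkaline stop gives activity normalized to controls.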
# Active calls of the source: *; ? = inconclusive; . = not tested or not shown; & = joins results of further samples; [ ] = another dose, or the depositor's remark. The call rests on the fitted dose curve; in most records, active means well fitted curve in the direction sought with a large enough effect; inconclusive means small, poorly fitted or top-dose-only effect, or another doubt; inactive means no such curve, though single readings can be large; an effect the other way counts as inactive or inconclusive. Potency means the concentration at half of the fitted maximal effect.
SMILES,Tau ThT inhib,Tau fluor counter,GAA spleen mod,GAA glycogen mod,GLA spleen mod,Tau fibril FP,HTT cytoprotect,GAA inh
OC(CCN1CCC2(CC1)OCCO2)C(F)(F)F (stereo unspecified),2%,3%,-1%,-3%,-4%,1%,8%[10 µM],-2%
C/C(Cn1nc([N+](=O)[O-])cc1C)=N\NC(=O)c1ccc(C(C)(C)C)cc1,-8%,-12%,-5%,20%,-6%,7%,9%[10 µM],-3%
COc1ccc(/C(N)=N/OC(=O)C2CCC(=O)N2S(=O)(=O)c2ccc(C)cc2)cc1 (stereo unspecified),1%,-12%,-2%,3%,-1%,3%,11%[0.074 µM],-20%
CC(/C=C/c1ccco1)=N\NC(=O)c1cc(C)[nH]n1,?,-12%,1%,-1%,4%,-14%,-49%[inhibitor][10 µM],0%
CCN(Cc1ccccc1)C(=O)C1CCN(CC2CC=CCC2)CC1 (stereo unspecified),-8%,-4%,-13%,2%,-11%,0%,20%[10 µM],-2%
COC(=O)CN1C(=S)N(C)C(=O)/C1=C/c1cccs1,-7%,-11%,1%,18%,-1%,-9%,-18%,-1%
CCOC(=O)CSc1nc2ccccc2c(=O)n1CC1CCCO1 (stereo unspecified),-6%,1%,-18%,9%,-15%,1%,4%,1%
Cc1cccc2cc(CN(CC3CCCO3)C(=O)c3cnccn3)c(=O)[nH]c12 (stereo unspecified),-2%,7%,-3%,6%,-4%,0%,3%[10 µM],0%
Cc1ccc(Nc2c(-c3c[nH]c4ccccc34)nc3ccccn23)cc1,?,8.9µM*[quencher],.,4.5µM*,.,-4%,.,.
CCCCNC(=O)CSc1nnc(-c2c[nH]c3ccccc23)n1CC1CCCO1 (stereo unspecified),-17%,-11%,6%,0%,5%,-2%,1%,-1%
O=C(Nc1ccc2nn(-c3ccccc3)nc2c1)c1ccc2c(c1)OCO2,-7%,-1%,-15%,-2%,11%,6%,-11%[10 µM],5%
COc1ccccc1N1CCN(/N=C/c2cccc(O)c2)CC1,-15%,-5%,2%,9.9µM*,-2%,14%,-15%[10 µM],-10%
COc1ccc(C(=O)Nc2sc(C)c(C)c2CN2CC(C)OC(C)C2)cc1 (stereo unspecified),-8%,-11%,-6%,-9%,2%,14%,?,1%
N#CCSc1nnc(-c2ccc(F)cc2)n1N,-15%,-11%,-10%,5%,-18%,8%,-8%,-9%
O=C(c1ccccc1)n1ccc(-c2cccs2)n1,-2%,-4%,8%,-45%,5%,-11%,3%[10 µM],.
O=C(NC1CC1)c1cc2c(s1)-c1ccccc1OC2,?,-19%,?,10%,?,-10%,-29%,?
COCCOC(=O)C1=C(C)NC(=O)NC1c1c(OC)ncnc1OC (stereo unspecified),-2%,5%,6%,-10%,11%,-2%,-6%[0.074 µM],3%
Cc1ccc(S(=O)(=O)Cc2ccc(C(=O)N3CCN(c4ccc(F)cc4)CC3)o2)cc1,?,-17%,-5%,14%,-7%,10%,-17%,1%
CCc1ccc2oc(C(=O)Nc3nc(-c4ccc(F)cc4)ns3)c(C)c2c1,-15%,-10%,.,-4%[76.3 µM],.,-18%,.,.
FC(F)(F)C1CC(c2cccs2)Nc2ncnn21 (stereo unspecified),-7%,-2%,2%,-7%,11%,1%,-4%,-6%
COC(=O)C1=C(C)N(C)C(=O)NC1c1ccsc1 (stereo unspecified),0%,-3%,4%,20%,-8%,-8%,-26%,-4%
COc1ccccc1N1CCN(C(=O)CCSCc2ccccc2F)CC1,-8%&-17%,-12%&-19%,-2%,4%,10%,-5%&0%,-9%,3%
COc1ccc(CCC(=O)Nc2ccc(C)c([N+](=O)[O-])c2)cc1,-7%,-4%,0%,-4%,0%,2%,10%[10 µM],1%
O=c1oc2ccccc2cc1-c1nc(-c2cccs2)cs1,9%,?,-5%,-5%,1%,?,-8%,-6%
CCOc1cc(C2C(C(=O)Nc3ccc(OC)cc3)=C(C)Nc3nc(SC)nn32)ccc1O (stereo unspecified),-15%,-22%,.,-12%[76.3 µM],.,-4%,.,.
NC(=O)CC(NC(=O)Cc1cccc2ccccc12)c1ccc(NC2CCCCCC2)c([N+](=O)[O-])c1 (stereo unspecified),?,-11%,0%,5%,0%,10%,-4%[10 µM],.
CC(CNC(=S)Nc1cc(F)cc(F)c1)CSc1ccc(Cl)cc1 (stereo unspecified),5%,?,4%,-29%,-4%,28µM*,-28%,6%
COc1ccccc1NC(=S)N1CCN(c2ncccn2)CC1,-3%,-2%,-3%,1%,-11%,-12%,-46%[inhibitor][10 µM],1%
C=C(C)CN(CC)c1nc(N)c(C#N)c(CC#N)c1C#N,-19%,-11%,0%,6%,-7%,2%,-14%,-33%
COc1ccc(CCN2C(=O)N(c3ccc(F)cc3)C(=O)C2CC(=O)Nc2ccccc2)cc1OC (stereo unspecified),-5%,-23%,.,?,.,-2%,.,.

# Four entries picked at random from the list so far, as already listed:
SMILES,Tau ThT inhib,Tau fluor counter,GAA spleen mod,GAA glycogen mod,GLA spleen mod,Tau fibril FP,HTT cytoprotect,GAA inh
O=C(NC1CC1)c1cc2c(s1)-c1ccccc1OC2,?,-19%,?,10%,?,-10%,-29%,?
COC(=O)C1=C(C)N(C)C(=O)NC1c1ccsc1 (stereo unspecified),0%,-3%,4%,20%,-8%,-8%,-26%,-4%
O=c1oc2ccccc2cc1-c1nc(-c2cccs2)cs1,9%,?,-5%,-5%,1%,?,-8%,-6%
FC(F)(F)C1CC(c2cccs2)Nc2ncnn21 (stereo unspecified),-7%,-2%,2%,-7%,11%,1%,-4%,-6%

# Going on with the list.
SMILES,Tau ThT inhib,Tau fluor counter,GAA spleen mod,GAA glycogen mod,GLA spleen mod,Tau fibril FP,HTT cytoprotect,GAA inh
O=C(NCc1ccc2c(c1)OCO2)c1ccc2c(c1)OCO2,-5%,-12%,-2%,-8%,-16%,-6%,14%[10 µM],.
O=C(N/N=C/c1ccccc1O)c1cccc(C(F)(F)F)c1,-3%,-21%,-8%,10%,3%,5%,.,6%
Cc1nc(SCC(=O)NCc2ccco2)[nH]c(=O)c1C,-2%,-3%,5%,2%,5%,-1%,5%,?
COCCCNC(=O)Cn1c(=O)n(-c2ccc(C)cc2)c(=O)c2c1c1cc(C)ccc1n2C,0%,-7%,.,5%[76.3 µM],.,3%,.,.
Cc1nc(-n2nc(C)c(CCC(C)C)c2C)sc1C(=O)Nc1cccc(Cl)c1,-9%,-16%,.,-7%[76.3 µM],.,-5%,.,.
O=C(N1CCN(c2ccc(F)cc2)CC1)C1(c2cccs2)CCOCC1,-3%,-6%,-1%,-7%,7%,12%,20%[1.9 µM],2%
O=C(CCc1ccc(S(=O)(=O)N2CCOCC2)cc1)NCCc1ccccn1,7%,2%,-4%,10%,2%,2%,0%,-7%
Cc1c(C(=O)OC2CCCCC2)[nH]c2c1C(=O)CC(C)(C)C2,3%,0%,4%,5%,6%,0%,-24%[0.074 µM],4%
NS(=O)(=O)c1ccc(N=Nc2c(O)c(C(=O)O)cc3ccccc23)cc1,5µM*,?,9%,-1%,-2%,?,-15%&11%[10 µM],5%
CCCC(=O)Nc1nc(-c2ccc3c(c2)CCN3S(C)(=O)=O)cs1,-14%,-14%,-5%,-2%,-6%,6%,-26%,-4%
O=C(Cn1ncc2c3ccccc3n(Cc3ccc(Cl)cc3)c2c1=O)NC1CCCCCC1,3%,-2%,.,16%[76.3 µM],.,3%,.,.
COc1ccc(-c2noc(-c3ccc(NCCc4ccccc4)c([N+](=O)[O-])c3)n2)cc1,3%,-8%,.,15%[76.3 µM],.,7%,.,.
CCOc1ccc(Cc2c(Cl)nc(SC)nc2N(C)C)cc1,?,-21%,-1%,-2%,2%,-16%,11%[10 µM],5%
CCc1ccc(-n2nc3ccc(NC(=O)c4cc(Cl)c(OC)c(Cl)c4)cc3n2)cc1,4%,-1%,.,6%[76.3 µM],.,?,.,.
O=C(/C=C/c1ccco1)Oc1ccc(C(=S)N2CCOCC2)cc1,?,-10%,-3%,1%,-2%,-8%,-12%,-1%
COc1ccc2nc(C(C)O)[nH]c2c1 (stereo unspecified),1%,-3%,2%,5%,0%,-5%,12%[10 µM],7%
CC1(C)Cc2c(c(-c3ccccc3)nc(N3CCCC3)c2C(N)=O)CO1,8%,5%,-5%,3%,-9%,-2%,-2%,-1%
NS(=O)(=O)c1cccc(NC(=O)COC(=O)Cc2ccc(Cl)cc2)c1,5%,-3%,6%,9%,2%,-4%,-5%,-9%
N#Cc1cn(CC(=O)NCc2cccnc2)c2ccccc12,1%,0%,6%,4%,14%,15%,-6%[0.074 µM],-9%
Cc1cccc(N2CCN(C(=O)c3cn4ccccc4n3)CC2C)c1 (stereo unspecified),-9%,-12%,-4%,-16%,-3%,?,-40%[inhibitor],-1%
COc1ccc(NC(=O)C2CCN(c3cc(C)nc4c(-c5ccc(Cl)cc5)c(C)nn34)CC2)cc1,-13%,-20%,.,11%[76.3 µM],.,-1%,.,.
Cc1ccc(Cl)cc1N1CCN(S(=O)(=O)c2ccc3c(c2)oc(=O)n3C)CC1,3%,-23%,-3%,-6%,1%,-12%,5%,-14%
CC1(C)CN(c2ccccc2)N(C(=O)c2ccc(F)cc2)C1=O,-5%,1%,6%,-10%,-3%,-6%,-51%[inhibitor],-1%
Cc1ccc(-c2cc(C)nc3nc(N)nn23)cc1,-13%,-6%,-1%,7%,1%,1%,-35%,-3%
COC(=O)c1cnc(Oc2ccc(NC(=O)NC(=O)c3c(F)cccc3F)cc2)cc1C(F)(F)F,-6%,-4%,1%,5%,6%,-2%,8%[10 µM],3%[15.4 µM]
O=[N+]([O-])c1cc2oc3c(c2c(C=NCc2ccccc2)c1O)CCCC3,5µM*,-11%,1%,-2%,2%,?,11%[10 µM],4%
COc1ccc(-c2nc3c(c(SCC(=O)Nc4ccccc4OC)n2)Cc2cccc(C)c2O3)cc1,5%,-4%,.,-13%[76.3 µM],.,-12%,.,.

# High-throughput results deposited in PubChem by National Center for Advancing Translational Sciences (NCATS).
